# MEP2 TOR yeast: alters MEP2-GFP fluorescence in TOR pathway yeast screen. GFP response vs DMSO, % at 10 µM. AID 2016. S. cerevisiae MEP2-GFP strain, flow cytometry GFP, 3 h; 100% = DMSO control level. 0.51% of 330,000 active;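 active means GFP response versus DMSO above a set limit, roughly screen mean plus 3 SD, cut at about 180% in these data; inconclusive means fewer than 70 cells counted for a yeast strain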;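 further: median GFP fluorescence of the barcode-gated MEP2-GFP cells per well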
# JMJD2C inh: inhibitors of human GASC-1 (JMJD2C) demethylase | Q9H3R0 | 0.069% of 330,000 active | AID 2099 | GST-JMJD2C(1-420) H3K9me3 demethylation, DELFIA europium | inhibition, % at 2.35 µM;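 active means more than half of a compound's replicate wells show inhibition beyond 50%, single wells judged on their own value; inconclusive means some, but no more than half, of replicates pass 50% inhibition; inactive means no replicate passes 50% inhibition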;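 further: signal counts dimethyl H3K9 product captured on neutravidin plate; 0% = median of DMSO wells and 100% = 0.3 times that DMSO median; strong numbers were not always called active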
# Target sequence (Q9H3R0 1-420 limits assumed): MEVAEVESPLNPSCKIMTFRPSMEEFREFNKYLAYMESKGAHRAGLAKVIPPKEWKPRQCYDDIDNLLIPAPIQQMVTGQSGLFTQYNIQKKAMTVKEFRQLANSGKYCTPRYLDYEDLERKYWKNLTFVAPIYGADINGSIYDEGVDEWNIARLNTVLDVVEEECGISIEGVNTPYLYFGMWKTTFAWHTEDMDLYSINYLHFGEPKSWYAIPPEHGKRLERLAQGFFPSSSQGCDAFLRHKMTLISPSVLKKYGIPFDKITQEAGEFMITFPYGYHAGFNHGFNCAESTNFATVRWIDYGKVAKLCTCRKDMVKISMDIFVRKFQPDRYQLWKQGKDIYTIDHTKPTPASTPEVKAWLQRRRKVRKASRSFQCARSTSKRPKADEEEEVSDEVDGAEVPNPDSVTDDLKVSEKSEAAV
# AGP1 TOR yeast: yeast TOR pathway AGP1-GFP modulation; S. cerevisiae AGP1-GFP multiplex flow cytometry, 3 h; GFP as percent of DMSO wells; GFP response vs DMSO, % at 10 µM; 0.02% of 320,000 active; AID 2066;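 active means GFP response relative to DMSO above a set limit, near screen average plus 3 SD, cut at about 150% in these data; inconclusive means fewer than 70 cells counted for the yeast strain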;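 further: median GFP channel fluorescence of the gated AGP1 strain per well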
# LAP4-GFP MLPCN: alters LAP4-GFP fluorescence in TOR pathway yeast screen; S. cerevisiae LAP4-GFP multiplex, flow cytometry GFP, 3 h; median GFP as percent of DMSO wells; GFP response vs DMSO, % at 10 µM; 0.34% of 320,000 active;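 active means GFP response vs DMSO above a set limit, about the screen mean plus 3 SD, cut at about 150% in these data; inconclusive means under 70 cell events counted for the yeast strain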
# VLA-4 inh: inhibition in a human VLA-4 binding assay | inhibition, % (about 7 µM as worked out from the volumes in the protocol) | AID 2557 | 0.2% of 330,000 active | P13612 | VLA-4 expressing cells, ligand binding flow cytometry; in the data active means inhibition above about 50%
# CIT2 TOR yeast: modulators of TOR pathway CIT2-GFP in S. cerevisiae; AID 2029; S. cerevisiae CIT2-GFP strain, flow cytometry, 3 h; 100 means same as DMSO wells; 0.065% of 320,000 active; GFP response vs DMSO, % at 10 µM;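 active means GFP response relative to DMSO above a set limit, near the screen mean plus 3 SD, cut at about 150% in these data; inconclusive means Fewer than 70 cells measured for a yeast strain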;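 further: ratio of well median GFP fluorescence to mean of DMSO wells on the plate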
# GRK2 aptamer HTS: blocks RNA aptamer binding to human GRK2; P25098; bead flow cytometry, FAM-aptamer displacement from GRK2; inhibition of aptamer binding, % at 10 µM; 0.59% of 330,000 active;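 active means inhibition of aptamer binding above 40%, roughly 3 SD of noise, on plates passing a quality check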;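 further: median bead fluorescence of bound FAM aptamer so fluorescent compounds give negative values; no value below 0 was filed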
# Target sequence (P25098 whole entry, looked up): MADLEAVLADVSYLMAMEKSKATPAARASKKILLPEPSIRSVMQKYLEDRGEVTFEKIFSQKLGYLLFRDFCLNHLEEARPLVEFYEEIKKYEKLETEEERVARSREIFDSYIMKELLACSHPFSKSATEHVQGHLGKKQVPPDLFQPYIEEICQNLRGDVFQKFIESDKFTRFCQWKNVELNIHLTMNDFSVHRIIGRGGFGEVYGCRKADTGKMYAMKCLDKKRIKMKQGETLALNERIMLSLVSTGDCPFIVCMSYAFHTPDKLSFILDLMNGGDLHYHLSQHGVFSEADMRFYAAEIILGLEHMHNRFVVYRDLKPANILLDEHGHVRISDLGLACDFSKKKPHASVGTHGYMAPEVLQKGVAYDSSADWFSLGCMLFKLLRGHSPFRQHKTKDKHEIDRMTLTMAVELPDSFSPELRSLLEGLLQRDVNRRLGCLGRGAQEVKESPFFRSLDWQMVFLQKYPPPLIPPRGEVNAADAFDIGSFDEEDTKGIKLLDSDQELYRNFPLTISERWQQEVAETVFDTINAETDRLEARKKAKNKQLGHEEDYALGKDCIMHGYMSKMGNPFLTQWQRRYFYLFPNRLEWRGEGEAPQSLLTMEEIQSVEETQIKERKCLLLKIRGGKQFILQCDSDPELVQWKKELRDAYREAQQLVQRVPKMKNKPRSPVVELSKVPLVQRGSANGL
# RPL19A TOR yeast: yeast TOR pathway RPL19A-GFP modulation | S. cerevisiae RPL19A-GFP strain, flow cytometry, 3 h; hits give low values | percent response vs DMSO, % at 10 µM | 0.3% of 330,000 active | AID 2025;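 active means percent response vs DMSO below 50%; inconclusive means fewer than 70 events counted for the yeast strain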;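 further: median channel GFP fluorescence of the barcoded RPL19A-GFP strain; ratio of sample median GFP to plate DMSO average so 100% = DMSO; lower means less RPL19A-GFP as with rapamycin TOR inhibition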
# Starred values were filed as active, the others as inactive; ? = inconclusive; . = not tested or not shown; [ ] = another dose, or the depositor's remark.
SMILES,MEP2 TOR yeast,JMJD2C inh,AGP1 TOR yeast,LAP4-GFP MLPCN,VLA-4 inh,CIT2 TOR yeast,GRK2 aptamer HTS,RPL19A TOR yeast
COc1ccc(N2C(=O)CCC(C(=O)Nc3cccc(C)n3)C2c2ccc(OC)c(OC)c2)cc1 (stereo not drawn),97,-17,98,102,9,96,0,100
CN=c1scc(C)n1/N=C/c1cc(Br)c(O)c(Br)c1,91,16,96,105,0,89,3,99
COc1ccccc1NC(=O)CN1CCN(Cc2ccccc2)CC1,100,11,105,92,8,102,0,104
Cc1oc(C(N)=O)cc1COc1ccc(C(N)=O)cc1,102,-13,101,109,-4,92,0,96
CN1CCc2c(n(CC(O)CN3CCN(CCO)CC3)c3ccccc23)C1=O (stereo not drawn),87,9,100,122,-3,93,9,91
CCOC(=O)c1cc2c(=O)n3ccccc3nc2n(CCOC)c1=NC(=O)c1ccncc1,98,0,103,97,-20,112,0,99
CCCc1cc(=O)[nH]c(SCC(=O)NC(=O)c2ccccc2)n1,103,5,95,101,29,92,2,99
CCCOc1ccc(CSc2nc3ccccc3[nH]2)cc1,104,-2,99,118,4,106,0,101
O=C(CCCNC(=O)/C(=C\c1ccc(F)cc1)NC(=O)c1ccccc1)OCc1ccccc1,96,-9,98,93,0,98,1,95
CCOC(=O)c1c(NCCN(C)C)c2ccccc2[nH]c1=O,119,-8,93,103,-10,100,2,95
Clc1ccc(/C=N/NC2=Nc3cccc4cccc2c34)cc1,102,-12,94,97,-7,96,2,98
Cc1ccc2cc(CN(CCCO)S(=O)(=O)c3cccc4nsnc34)c(=O)[nH]c2c1,99,-6,97,88,-17,99,0,97
O=C(CC1OC(=O)c2ccccc21)NNC(=O)c1ccc(F)cc1 (stereo not drawn),107,2,114,109,41,106,5,106
NC(=O)CC1NC(=O)c2ccccc21 (stereo not drawn),108,-5,106,105,1,98,0,99
COc1cccc(N2CC(C(=O)Nc3nnc(SCC(=O)N4CCCC4)s3)CC2=O)c1 (stereo not drawn),89,-9,97,93,0,95,1,92
COc1cc2c(cc1OC)CN(C(=O)CCC(=O)c1ccc(F)cc1)CC2,104,1,108,106,-12,93,1,100
CCCCOc1ccc(C(=O)NN2C(=O)NC3(CCCCC3)C2=O)cc1OC,90,3,99,97,-22,90,3,90
CCOCCCNC(=S)N1CCC(C(=O)c2ccc(C)cc2)CC1,107,4,102,90,2,105,0,105
Cn1c(Nc2ccc(Cl)cc2)cc(=O)n(C)c1=O,106,3,111,106,-5,106,1,107
CSc1ncccc1C(=O)OCc1ccc([N+](=O)[O-])cc1,102,1,98,98,7,97,1,105
CC12CCC(=O)N1C(C(=O)NCCN1C(=O)S/C(=C\c3ccc(F)cc3)C1=O)CS2 (stereo not drawn),98,0,112,108,-2,107,0,101
OCCCn1c(C2CCCN2c2nc(-c3ccc(Cl)cc3)cs2)nc2cc(Cl)c(N3CCCCC3)cc21 (stereo not drawn),89,4,86,109,5,89,0,98
COC(=O)c1cc(O)c(OCc2ccccc2)c(O)c1,97,-5,101,99,14,96,0,99
Cc1ccc(Cl)c(NC(=O)COC(=O)c2cc[n+]([O-])cc2)c1Cl,103,3,97,87,-23,102,0,96
CCC(C)NC(=O)c1ccc(C)c(NC(=O)C2=C(C)OCCS2)c1 (stereo not drawn),109,-4,97,100,6,93,0,97
COc1ccc(C2C(C#N)=C(N)Oc3cc(N)ccc32)cc1OC (stereo not drawn),105,6,94,92,-4,89,0,93
CCC(C)(C)NC(=O)C(c1ccco1)N(C(=O)Cn1nnc2ccccc21)c1ccc2c(c1)OCO2 (stereo not drawn),107,15,104,103,12,103,1,100
CCOc1ccc(NC(=O)c2ccc(NC(=O)COC(=O)c3ccc(NC(=O)CC#N)cc3)cc2)cc1,100,0,109,104,-3,107,2,100
Cc1ccc(SCC(=O)NC(=O)Nc2ccc3c(c2)OCCO3)c(C)c1,96,5,89,90,20,91,0,91
C[C@@H]1NS(=O)(=O)[C@H]2C[C@@H]3C=C[C@]2(O3)[C@H]1OC(=O)c1ccccc1Br,115,.,114,126,40,106,0,115
Cc1nnc2n(c1=O)C(CS(=O)(=O)c1ccc3ccccc3c1)CS2 (stereo not drawn),98,-8,103,97,16,104,1,100
Cc1ccc(CN2C(=O)C(C)Nc3ncnc(N4CCOCC4)c32)cc1 (stereo not drawn),100,2,95,113,27,94,0,108
COc1ccc(NC(=O)CSc2nnc(Cc3cccn3C)n2CCc2ccccc2)c(OC)c1,99,-46,93,93,-6,90,1,97
O=C(COC(=O)C1CC(=O)N(Cc2ccccc2)C1)c1ccc(F)cc1 (stereo not drawn),101,-2,103,102,0,100,0,102
O=C1COc2ccc(C(=O)c3ccccc3)cc2CN1,104,7,102,100,7,98,2,102
Cc1cc(Cl)ccc1C(=O)C1CCCN(C(=O)c2cccnc2C)C1 (stereo not drawn),92,2,96,92,-7,94,1,94
Cc1c(NC(=O)Nc2cccc(C(F)(F)F)c2)c(=O)n(-c2ccccc2)n1C,102,1,107,100,-9,108,3,103
c1csc(-c2cnc3n2CCCC3)c1,93,-5,92,91,10,89,0,94
COc1cc(NC(=O)c2cnc(NCc3ccccc3)nc2C)cc(OC)c1OC,96,3,92,.,-6,96,1,86
CC(C)COc1ccc(C(=O)NNC(=O)CCC(=O)c2cccs2)cc1,103,0,107,101,25,103,1,106

# Single entries from the list:
# Cc1ccc(CN2C(=O)C(C)Nc3ncnc(N4CCOCC4)c32)cc1 (stereo not drawn) in GRK2 aptamer HTS = 0
# Cc1c(NC(=O)Nc2cccc(C(F)(F)F)c2)c(=O)n(-c2ccccc2)n1C in LAP4-GFP MLPCN = 100

# Additional structures follow.
SMILES,MEP2 TOR yeast,JMJD2C inh,AGP1 TOR yeast,LAP4-GFP MLPCN,VLA-4 inh,CIT2 TOR yeast,GRK2 aptamer HTS,RPL19A TOR yeast
O=C(O)c1c(-c2ccccc2)nnc2ccccc12,105,?,100,94,5,106,1,102
CCN(C(=O)CSc1nnc2nc(C)cc(C)n12)c1ccccc1,101,-29,98,98,6,95,3,100
COc1cc(C2c3c([nH]c(=O)[nH]c3=O)Nc3ccc4ccccc4c32)cc(OC)c1OC (stereo not drawn),102,12,104,103,17,111,2,100
CN(C(=O)c1ccccc1Br)C1CCS(=O)(=O)C1 (stereo not drawn),103,5,111,102,8,102,3,97
COCCN(C(=O)c1snc(C(N)=O)c1N)C(C(=O)NC1CCCC1)c1cc(OC)c(OC)c(OC)c1 (stereo not drawn),104,12,100,94,-12,100,0,106
CC(C)[C@@H](C(=O)OCC(=O)Nc1ccc2c(c1)OCO2)N1C(=O)c2ccccc2C1=O,100,-7,98,101,8,98,0,101
COc1ccccc1C(=O)NC(=O)COC(=O)c1ccc(Cl)cc1[N+](=O)[O-],95,-8,94,99,-8,88,2,90
CCN(CCO)C(=S)Nc1cc(S(=O)(=O)N(C)C)ccc1C,111,-17,107,102,0,104,2,107
CCCCOc1ccc(C2NC(=O)NC(C)=C2C(C)=O)cc1OCC (stereo not drawn),108,-1,99,86,-8,101,3,99
CC(=O)Nc1cc(NC(C)=O)cc(C(=O)OCC(=O)N(c2ccccc2)C2CCS(=O)(=O)C2)c1 (stereo not drawn),100,4,107,99,0,105,4,102
Cc1cc(C)c2c(n1)nn1c(NCCCN(C)C)cc(C)nc21,259*[may fluoresce violet],0,46[may fluoresce violet],106[may fluoresce violet],-3,?,4,35*[may fluoresce violet]
CC(C)N1CCc2c(sc(NC(=S)NC(=O)c3ccccc3)c2C#N)C1,122,1,101,99,-146,117,0,104
CCCCC(C(=O)NC(C)c1ccccc1)C(=O)NC(C)c1ccccc1 (stereo not drawn),105,-1,101,95,12,106,0,104
COC(=O)c1c(NC(=O)c2c(-c3ccccc3Cl)noc2C)sc2c1CCC2,100,22,107,102,3,95,0,108
Cc1ccc(S(=O)(=O)NCCSc2nnc(N)s2)cc1,91,-12,86,86,6,76,2,100
COc1cccc(NC(=O)CN(C)C(=O)c2cc(-c3ccccc3)nc3ccccc23)c1,95,0,100,102,-4,100,1,98
Cc1c(NC(=O)CSC(=S)N2CCCC2)c(=O)n(-c2ccccc2)n1C,90,7,104,89,5,85,0,92
Cc1cc(C(=O)COC(=O)c2ccc([N+](=O)[O-])o2)c(C)n1CC1CCCO1 (stereo not drawn),93,3,109,104,-1,126,5,102
COCCCNC(=O)c1ccc([N+](=O)[O-])cc1,94,-16,93,83,2,104,0,101
COc1cc(C2Sc3ccccc3NC3=C2C(=O)OC3)cc(OC)c1OC (stereo not drawn),105,1,110,96,-5,107,12,100
COc1ccc(C(=O)N/C(=C\c2cccc([N+](=O)[O-])c2)C(=O)Nc2cccc(C(=O)O)c2)cc1,118,21,107,104,1,.,1,104
O=C(N/N=C1\CC(c2ccccc2)Oc2ccccc21)c1ccc(O)cc1 (stereo not drawn),93,-36,99,92,4,96,0,100
COc1ccccc1Nc1nc(N)nc(CN2CCOCC2)n1,109,-7,102,104,7,100,4,98
COc1c2occc2c(OC)c2c(=O)cc(C(F)(F)F)oc12,105,-18,98,107,11,96,1,102
O=C(CCN1C(=O)C2CCCCC2C1=O)Nc1nc2ccc(F)cc2s1 (stereo not drawn),94,-22,102,101,-13,99,2,100
COc1cc2c(cc1NC(=O)COc1ccccc1OC)oc1ccccc12,108,15,113,109,6,108,2,107
O=C(NC(=S)NC12CC3CC(CC(C3)C1)C2)c1ccc(F)cc1,97,-3,97,100,8,101,0,100
Cc1cc(C(=O)N2CCc3c([nH]c4ccccc34)C2c2cccc(Cl)c2)nn1C (stereo not drawn),96,8,99,104,-5,99,1,99
C=CCn1c(CSc2nc3ccccc3s2)nnc1SCC(=O)NCc1ccco1,110,1,110,108,-3,111,0,107
Cc1cccc(C)c1OCc1cc(C(=O)NCC2CC2)no1,100,2,94,106,15,94,1,100
COc1cc(CNc2ccc3[nH]c(=O)[nH]c3c2)ccc1OCc1ccccc1,106,-1,100,93,-14,100,0,105
CCCCCCn1c(COc2ccccc2F)nnc1SCC(=O)c1c(N)n(C)c(=O)n(C)c1=O,114,-5,102,97,6,95,0,97
CC(C)C(=O)Nc1ccc(C(=O)Nc2ccc(Br)cc2F)cc1,98,7,96,100,11,.,0,94
CCCn1nnc(NC(=O)c2ccc(OC)cc2)n1,110,20,109,106,3,98,1,103
CC(C)(C)NS(=O)(=O)c1ccc(N2C(=O)c3ccccc3C2=O)cc1,104,-2,102,108,-5,92,3,101
O=C1Nc2ccc(Br)cc2C1(O)c1ccccc1 (stereo not drawn),109,19,106,99,-4,105,3,111
O=C(CCc1nc(-c2ccccc2F)no1)NC1CCN(Cc2ccccc2)CC1,118,15,101,89,4,101,0,102
COc1ccccc1N1CCN(S(=O)(=O)Cc2ccccc2Cl)CC1,103,7,104,106,10,97,2,103
COCC(=O)Nc1nc2ccccc2s1,105,-306,104,104,10,105,2,100
Nc1cccc(-c2nc3ncccc3o2)c1,99,-8,88,84,1,96,3,99
Nc1cc(=O)[nH]c(SCC(=O)Nc2ccccc2Sc2ccccc2)n1,99,32,104,97,14,100,1,100
Cn1c(N)c(C(=O)CSc2nnnn2-c2ccccc2)c(=O)n(C)c1=O,98,2,100,103,13,98,0,101
Cc1cc(C)c2c(N)c(C(=O)N3CCN(c4ncccn4)CC3)sc2n1,100,5,.,95,14,91,2,94

# High-throughput results: PubChem, several laboratories
